# From PubChem BioAssay
# TRPML3 agonist = activates the human TRPML3 channel; HEK293 TRPML3-YFP, Fluo-8 calcium fluorescence; 100% = the carbachol control signal; activation, % at 3 µM; actives 0.29% (n = 220,000); AID 1448;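 active = activation above its plate's cutoff, the mean activation of the plate's test wells plus 3 SD, cut at about 12% in these data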;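 also: 0% = DMSO only wells and 100% = carbachol wells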
#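 Test system: HEK293 cells stably carrying human TRPML3-YFP; Doses: single dose, 3 µM final nominal compound, 0.3% DMSO final; Schedule: dye loading 1 h 37 °C then 30 min ambient, 125 s read; Technique: Fluo-8 calcium fluorescence; Benchmarks: high control carbachol 87 µM, low control DMSO.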
# Calpain2 inh = calpain II (pig) inhibition | AID 1236 | purified calpain II, fluorogenic peptide substrate, 30 min | actives 0.37% (n = 220,000) | inhibition, % at 16 µM;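 active = inhibition above about 50%, limit read from the data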
# PERK inhibitor = human PERK inhibition, primary cell-based screen; inhibition, % at 5.6 µM; CHO PERK-DD fusion, SEAP luminescence translation reporter; actives 0.17% (n = 220,000); AID 1416;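 active = inhibition above the mean inhibition of all tested compounds plus 3 SD, set separately per screening campaign, cut at about 2.9% in these data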;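 also: PERK kinase domain activated by AP20187 dimerizer at 100 nM; 0% = DMSO with dimerizer and 100% = rapamycin at 8.4 µM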
# EP2 mod = modulates human prostaglandin E2 receptor EP2 signaling | P43116 | EP2-expressing cells, cAMP HTRF FRET, PGE2 co-stimulation | induction, % at 25 µM | actives 0.83% (n = 260,000);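 active = compounds whose cAMP rise, as percent of the full-agonist control response, exceeds 60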;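 also: rat C6 glioma line stably carrying human EP2 under a CMV promoter; the protocol text gives 20 µM as final concentration; 100% = response of wells given 1 µM PGE2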
# Target sequence (P43116 whole entry, looked up): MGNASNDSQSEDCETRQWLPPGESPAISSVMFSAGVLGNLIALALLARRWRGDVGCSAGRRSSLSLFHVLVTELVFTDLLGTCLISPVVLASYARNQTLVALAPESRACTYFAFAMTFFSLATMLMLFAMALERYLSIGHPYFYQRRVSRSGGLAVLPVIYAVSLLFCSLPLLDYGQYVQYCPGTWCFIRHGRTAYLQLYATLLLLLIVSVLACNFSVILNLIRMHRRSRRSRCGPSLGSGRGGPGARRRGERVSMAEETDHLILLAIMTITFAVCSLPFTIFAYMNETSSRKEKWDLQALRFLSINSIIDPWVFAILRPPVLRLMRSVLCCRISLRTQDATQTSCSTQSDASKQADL
# Ba/F3 V617F tox = reduce viability of Ba/F3 cells dependent on JAK2V617F | inhibition, % at 5.6 µM | Ba/F3 EpoR-JAK2V617F viability, ATP luminescence | actives 1.1% (n = 220,000) | AID 1446;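 active = inhibition above the campaign mean plus 3 SD over all tested compounds, cut at about 24% in these data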;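 also: cytokine-independent growth of Ba/F3 cells driven by EpoR plus mutant JAK2; 0% = DMSO-treated cells and 100% = JAK inhibitor I control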
# S1P4 antag = human S1P4 receptor antagonism; O95977; actives 0.26% (n = 220,000); AID 1510; S1P4-expressing cells, antagonist mode, reporter read-out; inhibition, % at 4.98 µM; in the data active = inhibition above about 29%;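 also: 0% = wells stimulated with agonist and 100% = vehicle wells without agonist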
# Target sequence (O95977 whole entry, looked up): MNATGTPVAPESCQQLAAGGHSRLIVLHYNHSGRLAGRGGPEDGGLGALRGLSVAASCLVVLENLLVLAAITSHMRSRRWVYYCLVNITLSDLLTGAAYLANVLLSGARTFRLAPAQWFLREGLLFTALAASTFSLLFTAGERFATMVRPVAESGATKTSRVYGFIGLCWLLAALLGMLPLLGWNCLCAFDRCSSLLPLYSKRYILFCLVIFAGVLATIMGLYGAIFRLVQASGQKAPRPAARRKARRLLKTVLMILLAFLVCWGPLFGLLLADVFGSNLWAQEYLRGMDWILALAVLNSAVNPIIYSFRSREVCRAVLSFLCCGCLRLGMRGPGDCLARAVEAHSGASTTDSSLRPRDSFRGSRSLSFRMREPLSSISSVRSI
# S1P4 ag = human S1P4 receptor agonism; AID 1509; O95977; activation, % at 4.98 µM; S1P4-expressing cell line, agonist reporter assay; actives 0.35% (n = 220,000); in the data active = activation above about 11%;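 also: 0% = DMSO vehicle and 100% = reference agonist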
# zfTRPN1 agonist = activates the zebrafish TRPN1 channel; HEK293 zebrafish TRPN1-YFP, Fluo-8 calcium fluorescence; 100% = response to 87 µM carbachol; actives 0.18% (n = 220,000); activation, % at 3 µM; AID 1424;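 active = activation above its plate's cutoff, the mean activation of test wells on that plate plus 3 SD, cut at about 19% in these data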;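 also: 0% = DMSO alone and 100% = 87 µM carbachol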
#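 Material: zebrafish TRPN1-YFP in HEK293 cells; Doses: single test compound dose, 3 µM nominal, 0.3% DMSO; Timing: dye loading 1 h at 37 °C, then 30 min room temperature; Technique: intracellular calcium fluorescence with Fluo-8; Benchmarks: high carbachol 87 µM, low DMSO alone.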
# BaF3 parental = counter-screen for JAK2V617F inhibitors: parental Ba/F3 viability inhibitors; CellTiter-Glo ATP luminescence; inhibition, % at 5.6 µM; actives 1.1% (n = 220,000); AID 1486;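 active = inhibition above a per-campaign cutoff, the mean inhibition of all tested compounds plus 3 SD, cut at about 27% in these data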;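 also: 0% = DMSO wells and 100% = JAK Inhibitor I control wells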
# Numbers without * were called inactive. Compounds as they come; any-hit rate near 3.6%.
# Every second line gives: TRPML3 agonist	Calpain2 inh	PERK inhibitor	EP2 mod	Ba/F3 V617F tox	S1P4 antag	S1P4 ag	zfTRPN1 agonist	BaF3 parental
1) COc1ccccc1C(=O)C1Nc2ccccc2-c2nnc(SC)nc2O1 (centres undefined)
    -0.4	-10	-0.4	16	-3	-25	0.5	-1.2	0
2) Cc1ccc(NC2=C/C(=N\S(=O)(=O)c3cccs3)c3ccccc3C2=O)c(C)c1
    0.4	-16	-1.7	-36	56*	-9	-1.0	-2.2	33*
3) CS(=O)(=O)Nc1ccc(C2=NN(C(=O)c3ccco3)C(c3ccccc3F)C2)cc1 (centres undefined)
    0.2	-35	-0.4	-14	4	-17	-0.1	2.5	-2
4) O=C(C(c1ccccc1)c1ccccc1)N1CCN(Cc2ccncc2)CC1
    0.5	-27	-1.0	-14	-1	2	3.8	-1.1	3
5) N/C(=N\OC(=O)c1ccco1)c1cccc([N+](=O)[O-])c1
    1.1	-20	0.5	-17	-2	-22	0.0	-0.6	2
6) Cc1ccc(C(=O)NC(=S)Nc2c(C)ccc3nsnc23)cc1
    -0.9	-1	0.4	1	2	-11	0.2	-1.4	8
7) CCOC(=O)c1ccc(Nc2ccc(-c3ccc(OC)c(OC)c3)nn2)cc1
    -0.2	16	-1.2	-20	-1	-6	-2.8	0.6	5
8) O=C(/C=C/c1ccccc1)NNC(=O)c1cccnc1
    0.1	21	0.8	-6	1	-6	-1.1	-1.2	3
9) S=C1NC(c2ccccc2)=NCN1c1ccc(Cl)cc1
    0.8	19	-1.6	-39	4	-5	1.5	-1.6	8
10) CC/C(=N\NC(=O)c1cccnc1)c1ccc2c(c1)OCCO2
    0.8	12	0.8	-10	6	-7	-1.9	0.6	10
11) Cc1ccc(SCC(=O)Nc2ncc(C)s2)cc1
    -1.9	-8	-0.1	-28	-3	-4	-0.6	-3.7	0
12) N#C/C(=C/c1cn(CC(=O)O)c2ccccc12)c1ccc(F)cc1
    0.8	-18	0.3	-13	-3	-24	1.0	0.3	-1
13) CCN(CC)S(=O)(=O)c1ccc(NC2c3ccccc3C(=O)N2Cc2ccco2)cc1 (centres undefined)
    -0.6	-11	0.5	10	-1	-11	0.2	1.5	8
14) COc1ccc(N2C(=O)c3ccccc3NC23C(=O)N(C)c2ccccc23)cc1 (centres undefined)
    0.7	-27	0.2	17	-3	3	-2.1	-0.4	5
15) Cc1cc(-n2cnnn2)ccc1C(C)C
    0.4	10	2.4	3	1	5	1.2	-0.2	4
16) O=C(/C=C/c1ccoc1)c1ccccc1O
    0.5	15	1.0	-39	-1	-3	-0.3	-0.4	5
17) CC1CCCCC1NC(=O)COC(=O)c1c2c(nc3ccccc13)/C(=C/c1ccco1)CC2 (centres undefined)
    -0.5	-60	0.0	17	1	12	-0.4	2.1	7
18) O=C(COC(=O)c1cncc(Br)c1)Nc1ccc2c(c1)OCO2
    -0.1	-29	0.4	-20	-3	-21	0.8	-0.3	1
19) COc1ccc(CNC(=O)c2cc3c(s2)CN(Cc2ccccc2)C3)cc1
    0.0	2	0.9	-39	4	4	0.1	-0.5	10
20) CCCCN(CCCC)C(=O)c1ccccc1NC(=O)CN1C(=O)c2ccccc2C1=O
    1.1	-27	-1.4	12	-1	5	-2.3	-1.7	3

# Arranged by SMILES length (descending): some entries from above.
# Every second line gives: TRPML3 agonist	Calpain2 inh	PERK inhibitor	EP2 mod	Ba/F3 V617F tox	S1P4 antag	S1P4 ag	zfTRPN1 agonist	BaF3 parental
17) CC1CCCCC1NC(=O)COC(=O)c1c2c(nc3ccccc13)/C(=C/c1ccco1)CC2 (centres undefined)
    -0.5	-60	0.0	17	1	12	-0.4	2.1	7
20) CCCCN(CCCC)C(=O)c1ccccc1NC(=O)CN1C(=O)c2ccccc2C1=O
    1.1	-27	-1.4	12	-1	5	-2.3	-1.7	3
10) CC/C(=N\NC(=O)c1cccnc1)c1ccc2c(c1)OCCO2
    0.8	12	0.8	-10	6	-7	-1.9	0.6	10
15) Cc1cc(-n2cnnn2)ccc1C(C)C
    0.4	10	2.4	3	1	5	1.2	-0.2	4

# Molecules above that have two or more sulfur atoms, in the order listed:
# Every second line gives: TRPML3 agonist	Calpain2 inh	PERK inhibitor	EP2 mod	Ba/F3 V617F tox	S1P4 antag	S1P4 ag	zfTRPN1 agonist	BaF3 parental
2) Cc1ccc(NC2=C/C(=N\S(=O)(=O)c3cccs3)c3ccccc3C2=O)c(C)c1
    0.4	-16	-1.7	-36	56*	-9	-1.0	-2.2	33*
6) Cc1ccc(C(=O)NC(=S)Nc2c(C)ccc3nsnc23)cc1
    -0.9	-1	0.4	1	2	-11	0.2	-1.4	8
11) Cc1ccc(SCC(=O)Nc2ncc(C)s2)cc1
    -1.9	-8	-0.1	-28	-3	-4	-0.6	-3.7	0

# Further entries.
# Every second line gives: TRPML3 agonist	Calpain2 inh	PERK inhibitor	EP2 mod	Ba/F3 V617F tox	S1P4 antag	S1P4 ag	zfTRPN1 agonist	BaF3 parental
21) O=C(C[n+]1cc(-c2ccccc2)n2c1CCC2)Nc1nc(-c2ccccc2)cs1
    0.4	7	-0.8	9	6	-3	0.3	0.3	9
22) Cc1cccc(CN(C)CCc2ccccn2)c1
    0.8	-6	0.3	16	0	1	1.4	-0.2	1
23) CCN(CC)CCNC(=O)CCn1c(=S)[nH]c2cc3c(cc2c1=O)OCO3
    1.2	11	0.5	15	-4	-9	0.3	-0.7	-2
24) CCOC(=O)C(C(=O)OCC)C(C#N)c1ccccc1 (centres undefined)
    -0.3	-7	0.6	30	-5	-20	1.2	-2.0	3
25) O=C(CCCN1C(=O)c2ccccc2C1=O)Nc1c2c(nc3c1CCC3)CCC2
    0.2	24	-0.2	-28	5	-24	-0.3	0.8	2
26) CCOC(=O)N1CCN(C(=O)COc2ccccc2[N+](=O)[O-])CC1
    1.4	-8	-0.1	38	1	-3	-1.0	2.0	4
27) O=C(Nc1cccc(S(=O)(=O)NC2=NCCC2)c1)c1cc(-c2ccccn2)nc2ccccc12
    0.5	7	-0.5	-5	-2	0	0.7	2.7	3
28) O=C(Nc1ccc(CN2CCCCC2)cc1)c1c(F)c(F)c(F)c(F)c1F
    1.1	-4	-0.6	-24	-1	2	1.6	0.2	4
29) COc1cc2c(C(=O)N3CCCc4ccccc43)cn(C)c(=O)c2cc1OC
    0.1	-2	-0.7	17	-2	-6	0.3	0.9	1
30) COC(=O)c1ccccc1NC(=O)N1CCN(C(=O)c2ccco2)CC1
    0.4	-50	-0.3	28	3	-9	-1.5	0.2	11
31) COc1ccccc1Nc1nc(N)nc(CSCCO)n1
    0.5	24	0.2	-16	1	5	2.6	1.5	-1
32) N#CCC(=O)Nc1ccc(C(=O)Nc2cccc(S(N)(=O)=O)c2)cc1
    0.9	-16	1.3	4	-1	-7	-2.1	1.2	-3
33) CCOC(=O)C1CCN(c2c(NCCN(CC)c3ccccc3)c(=O)c2=O)CC1
    1.3	0	-0.3	6	-2	-8	-0.8	2.5	2
34) CCn1c(SCC(=O)Nc2ccc(N(C)C)cc2)nnc1-c1cccc(C)c1
    -0.3	7	-0.8	1	5	-9	-0.2	-0.2	6
35) O=C(NC(=S)N1CCN(C/C=C/c2ccccc2)CC1)c1cccnc1
    1.0	-18	0.8	8	-4	6	-0.8	1.5	0
36) CC1=CCC2C(=O)N(c3ccc(Br)cc3C)C(=O)C2C1 (centres undefined)
    0.2	2	1.4	25	1	-1	-2.3	-0.8	6
37) CCOc1cc(/C=N/NC(=O)COc2nc(C)cc(COC)c2C#N)ccc1O
    -1.0	-8	0.7	8	1	-14	0.7	-0.3	8
38) CCOC(=O)NN1C(=O)c2ccccc2NC1c1ccc(OC)c(OC)c1 (centres undefined)
    0.6	-286	0.0	7	1	12	-1.3	2.4	2
39) CC(C(=O)Nc1ccc2c(c1)OCO2)N(c1ccc(Cl)cc1)S(C)(=O)=O (centres undefined)
    -0.2	7	-0.2	11	-3	-10	0.3	0.0	1
40) O=C(CCc1ccc(Oc2cc([N+](=O)[O-])cc([N+](=O)[O-])c2)cc1)N1CCCCCC1
    -0.7	12	-0.5	12	0	-9	0.5	-1.2	5
41) COc1ccc(NC(=O)CCN2CCCCCC2)c(OC)c1
    0.7	-15	-0.7	6	2	1	-1.3	0.6	1
42) O=C(O)CCNc1cc2ccccc2cc1C(=O)O
    -0.1	-28	0.8	15	-1	-16	1.2	-0.1	12
43) CCOc1cc(N2CCOCC2)c(OCC)cc1NC(=O)Cc1cccc2ccccc12
    0.2	-46	-2.1	24	1	9	0.0	0.1	4
44) CCOc1cc(NC(=S)NCC2CCCO2)c(OCC)cc1NC(=O)c1cccc(C)c1 (centres undefined)
    -0.6	-20	-0.1	17	-1	-19	0.7	-0.2	6
45) CCOc1ccc(S(=O)(=O)NC2CC2)cc1C(N)=O
    1.2	-19	0.7	-4	2	0	1.1	1.4	6
46) CCc1ccc(N=C2N=C(N)c3ccccc32)cc1
    1.0	-21	0.1	1	-3	2	-2.7	-0.2	8
47) O=C(Nc1ccccc1)N(Cc1cccs1)C1CCCC1
    0.1	38	0.9	5	-2	-11	0.2	0.0	-1
48) CCOC(=O)c1ccc(NC(=O)CSc2ccc(-c3cccnc3)nn2)cc1
    1.3	-26	0.1	-27	3	-9	-0.7	6.6	4
49) COC(=O)c1ccc2c(c1)N(Cc1cc(C)ccc1C)C(=O)c1ccccc1S2=O (centres undefined)
    0.8	-4	1.1	42	2	-9	1.9	0.2	9
50) Cc1ccc(/C=C(\NC(=O)c2ccccc2)C(=O)NC(Cc2ccccc2)C(=O)O)cc1 (centres undefined)
    0.7	5	0.7	8	0	-11	0.3	-2.2	6
51) Cn1c(N)c(C(=O)COC(=O)c2cccs2)c(=O)n(C)c1=O
    1.3	46	0.7	-20	-3	-11	-0.9	1.3	6
52) O=C(CSc1nnc(Nc2ccccc2)s1)NCCN1C(=O)CSC1=O
    0.3	29	0.8	8	4	5	-0.7	0.6	10
53) Cc1ccc(S(=O)(=O)NCC(c2ccccc2)N2CCN(CCC#N)CC2)cc1 (centres undefined)
    -0.7	-40	-0.2	-44	-1	-2	2.1	-1.4	4
54) CC12CCC(C(=O)N(NC(=O)c3ccccc3Cl)C1=O)C2(C)C (centres undefined)
    0.3	-2	0.3	12	1	-15	-0.6	0.0	-2
55) CC(=O)Nc1ccc(Br)c(Cl)c1
    1.3	-11	1.5	-29	1	-10	0.0	1.7	-2

# Down the list, from the results shown:
# Entries 31–35 in S1P4 ag read 2.6, -2.1, -0.8, -0.2, -0.8
# Entries 31–35 in S1P4 antag read 5, -7, -8, -9, 6

# Single values from above:
# Entry of CCOC(=O)c1ccc(NC(=O)CSc2ccc(-c3cccnc3)nn2)cc1 in zfTRPN1 agonist: 6.6
# Entry of Cc1ccc(/C=C(\NC(=O)c2ccccc2)C(=O)NC(Cc2ccccc2)C(=O)O)cc1 (centres undefined) in TRPML3 agonist: 0.7
# Entry of CCc1ccc(N=C2N=C(N)c3ccccc32)cc1 in Calpain2 inh: -21
# Entry of CCOc1cc(NC(=S)NCC2CCCO2)c(OCC)cc1NC(=O)c1cccc(C)c1 (centres undefined) in S1P4 ag: 0.7
